Tau fluor cs: counter-screen for tau fibril formation inhibitors; Potency, µM (highest dose often 57.7 µM), inactives show at the top dose activity change, negative = decrease; 280,000 compounds, 0.93% hits; tau K18 P301L (four-repeat tau fragment) Alexa594 fluorescence, heparin fibrillization; note: % is set by controls: 0 for no effect and ±100 for the full control effect; nearly all actives have a fitted effect of over 55% in size
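Human K18 P301L tau (15 uM unlabeled plus 0.24 uM Alexa 594-labeled, final) in 100 mM sodium acetate pH 7 was mixed with compound and 20 uM heparin and incubated 6 hr at 37 C.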
GAA glycogen: inhibitors or activators of human alpha-glucosidase glycogen cleavage; recombinant GAA, glycogen substrate, Amplex Red glucose oxidase fluorescence; 300,000 compounds, 0.38% hits; P10253; Potency, µM (series often up to 76.4 µM), for the others: top-dose activity change, negative = inhibition, usual class: inhibitors; AID 2100;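 note: 0% = full enzyme reaction and -100% = no-enzyme basal signal; the screen sought inhibitors and activators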
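Recombinant human alpha-glucosidase (4 nM final) hydrolysed bovine liver glycogen (30 ug) for 40 min at 37 C in pH 5.0 citrate/phosphate with 0.01% Tween-20. Released glucose detected by glucose oxidase/Amplex Red, Ex 573/Em 610 nm. Compounds up to 77 uM; AC50 from Hill fits.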
NPSR antagonist: antagonists of human neuropeptide S receptor cAMP signaling. CHO-NPSR cells, cAMP TR-FRET, antagonist mode. Potency, µM (titrated, usually from 38.3 µM), without a hit: at the highest dose activity change, negative = inhibition, actives largely listed as inhibitors. 220,000 compounds, 1% hits; note: % is set by controls: 0 for no effect and ±100 for the full control effect; nearly all actives have a fitted effect of over 50% in size; many of its hits are not listed in these tables
Target sequence (Q6W5P4 whole entry, looked up): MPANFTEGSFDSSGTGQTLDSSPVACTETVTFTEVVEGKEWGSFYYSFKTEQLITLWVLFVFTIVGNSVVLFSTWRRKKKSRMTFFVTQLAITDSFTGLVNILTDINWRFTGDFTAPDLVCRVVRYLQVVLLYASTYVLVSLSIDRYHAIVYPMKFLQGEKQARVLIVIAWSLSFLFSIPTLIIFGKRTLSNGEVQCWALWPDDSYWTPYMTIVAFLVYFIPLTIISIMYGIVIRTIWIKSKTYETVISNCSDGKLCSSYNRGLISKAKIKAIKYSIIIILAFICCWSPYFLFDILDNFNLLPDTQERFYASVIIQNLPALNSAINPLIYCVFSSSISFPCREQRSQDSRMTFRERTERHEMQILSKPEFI
ALDH1A1 block: ALDH1A1 (human) enzyme inhibition; P00352; Purified ALDH1A1, NADH fluorescence, propionaldehyde substrate; 220,000 compounds, 7.3% hits; AID 1030; Potency, µM (titrated, usually from 75.3 µM), without a hit: at the top dose activity, negative = inhibition, usual class: inhibitors; active = well fitted inhibition curve with a large enough effect, not every such curve was filed as active; inconclusive = small, poorly fitted or top-dose-only effect, or another doubt; inactive = no such curve, though single readings can be large or run the other way;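 note: plate controls were no enzyme wells and a reference inhibitor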
Target sequence (P00352 whole entry, looked up): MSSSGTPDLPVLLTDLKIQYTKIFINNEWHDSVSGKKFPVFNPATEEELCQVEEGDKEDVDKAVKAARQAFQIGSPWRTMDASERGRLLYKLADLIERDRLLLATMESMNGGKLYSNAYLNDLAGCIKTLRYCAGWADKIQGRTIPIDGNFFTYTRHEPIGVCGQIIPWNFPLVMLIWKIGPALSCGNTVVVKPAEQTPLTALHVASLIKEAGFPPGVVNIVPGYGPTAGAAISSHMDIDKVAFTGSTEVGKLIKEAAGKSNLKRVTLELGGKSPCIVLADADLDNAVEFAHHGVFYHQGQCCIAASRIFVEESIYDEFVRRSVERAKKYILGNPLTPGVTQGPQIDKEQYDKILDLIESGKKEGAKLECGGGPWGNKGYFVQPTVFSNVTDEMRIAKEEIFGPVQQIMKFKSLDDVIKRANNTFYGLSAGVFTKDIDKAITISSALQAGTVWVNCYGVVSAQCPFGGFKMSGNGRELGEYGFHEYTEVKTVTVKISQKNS
aGlu spleen mod: inhibits or activates alpha-glucosidase in human spleen homogenate. P10253. human spleen homogenate, 4-MU-alpha-glucoside fluorescence. Potency, µM (series often up to 79.9 µM), for the others: at the top dose activity change, negative = inhibition, most hits filed as inhibitors. 240,000 compounds, 0.006% hits;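 note: 0% = enzyme with vehicle and -100% = no enzyme basal signal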
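AC50 values come from Hill-equation fits of concentration-response data, normalized to no-enzyme and full-activity controls. Enzyme source: 1 ug human spleen homogenate; 1 mM fluorogenic 4-MU glucoside, pH 5.0 citrate buffer, 37 C, 40 min.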
Epigenetic derep: derepresses silenced GFP reporter in murine cells; Potency, µM (doses to about 53.9 µM), for inactives: at the highest dose GFP activation, usual class: activators; murine LDR cells, GFP reporter derepression, 30 h; 280,000 compounds, 0.2% hits; note: % of control where 0% means no effect; nearly all actives have a fitted effect of over 60% in size
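Murine LDR cells carrying a silenced, genomically integrated CMV-driven GFP reporter were exposed to compound for 30 hours at 37 C. After PBS washes, GFP-positive cells (20–120 um objects) were counted by laser-scanning microplate cytometry.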
GAA inhib: alpha-glucosidase (human) inhibition. Potency, µM (titrated, usually from 76.9 µM), for the others: at the top dose activity change, negative = inhibition, actives largely listed as inhibitors. AID 1466. purified human GAA, 4-MU-alpha-glucoside fluorescence. 200,000 compounds, 0.005% hits;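 note: plate controls were uninhibited enzyme wells for no effect and no-enzyme background for full effect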
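AC50 values come from Hill fits of compound titrations (up to 77 uM) against 4 nM human enzyme. Substrate 4-methylumbelliferyl-alpha-D-pyranoside at 400 uM, pH 5.0 citrate buffer, 20 min room temperature; fluorescence Ex 365/Em 440 after alkaline stop.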
aGal spleen mod: inhibitors or activators of human alpha-galactosidase in spleen homogenate | human spleen homogenate, 4MU-alpha-Gal fluorescence, 40 min | Potency, µM (series often up to 80 µM), for inactives: at the highest dose activity change, negative = inhibition, usual class: inhibitors | 240,000 compounds, 0.008% hits;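 note: 0% = enzyme with vehicle and -100% = no enzyme basal signal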
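Inhibition or activation of alpha-galactosidase in human spleen homogenate is scored by 4-MU fluorescence after 40 min at 37C, pH 5.0, with 1 mM substrate. AC50s come from concentration-response fitted to the Hill equation.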
* marks the source's active call; other numbers are inactive results; ? = inconclusive; . = no result given; [ ] = remark or other dose. Unless noted, calls come from the whole dose curve; as a rule, active = well fitted curve in the direction sought with a large enough effect; inconclusive = small, poorly fitted or top-dose-only effect, or another doubt; inactive = no such curve, though single readings can be large; an effect the other way counts as inactive or inconclusive. Potency is the fitted concentration of half-maximal effect.

Order of values – Tau fluor cs	GAA glycogen	NPSR antagonist	ALDH1A1 block	aGlu spleen mod	Epigenetic derep	GAA inhib	aGal spleen mod
1: Cc1cccc(-c2cc3nc(C)c(C)c(NCCCn4ccnc4)n3n2)c1
    -22%	-4%	-36%	.	2%	0.0%	.	10%
2: COc1ccc(C2Nc3ccccc3C(=O)N2c2ccccc2)cc1CN1CCOCC1 (configuration not stated)
    -3%	12%	-31%	?	-3%	-1.1%	?	-1%
3: O/N=C/c1ccc(OCc2ccccc2)c(Br)c1
    -18%	-6%	-4%	6%	-3%	0.7%	-21%	3%
4: O=C(Nc1cccnc1)c1cc(-c2ccccc2O)on1
    0%	12%	1%	.	-5%	0.0%	.	17%
5: Cc1ccc(CNC(=O)C2CCCN(S(C)(=O)=O)C2)cc1 (configuration not stated)
    0%	2%	1%[46.1 µM]	3%	8%	-0.2%	1%	5%
6: O=[N+]([O-])c1ccc(C(O)C(CO)NC(=S)Nc2ccccc2)cc1 (configuration not stated)
    -13%	-3%	17%	.	-11%	4.2%	.	4%
7: O=C(c1ccoc1)N1CCC2(CC1)Oc1ccc(F)cc1C(=O)C21CC(c2ccccc2)=NO1 (configuration not stated)
    -10%	-1%	-28%	.	1%	-3.6%	.	10%
8: CCCCOC(=O)c1ccc(NC(=O)C(=O)NCCN(C)C)cc1
    -16%	-5%	8%	.	10%	-1.1%	.	?
9: CC1=C(C(=O)OC(C)C)C(c2coc3ccccc3c2=O)C2=C(CCCC2=O)N1 (configuration not stated)
    -16%	9%	-13%[46.1 µM]	7%	-3%	-1.3%	-6%	6%
10: CCOc1ccccc1-n1c(COc2ccccc2)nnc1SCC(N)=O
    2%	-13%	8%[46.1 µM]	6%	3%	-1.0%	6%	3%

Along the list, as entered above:
GAA glycogen, compounds 4–8 → 12%, 2%, -3%, -1%, -5%
Tau fluor cs, compounds 4–8 → 0%, 0%, -13%, -10%, -16%

Reprinted: entries 9–10
Order of values – Tau fluor cs	GAA glycogen	NPSR antagonist	ALDH1A1 block	aGlu spleen mod	Epigenetic derep	GAA inhib	aGal spleen mod
9: CC1=C(C(=O)OC(C)C)C(c2coc3ccccc3c2=O)C2=C(CCCC2=O)N1 (configuration not stated)
    -16%	9%	-13%[46.1 µM]	7%	-3%	-1.3%	-6%	6%
10: CCOc1ccccc1-n1c(COc2ccccc2)nnc1SCC(N)=O
    2%	-13%	8%[46.1 µM]	6%	3%	-1.0%	6%	3%

Going on with the list:
Order of values – Tau fluor cs	GAA glycogen	NPSR antagonist	ALDH1A1 block	aGlu spleen mod	Epigenetic derep	GAA inhib	aGal spleen mod
11: CC(Nc1nc2ccccc2n2cnnc12)c1ccccc1 (configuration not stated)
    -12%	1%	-26%	.	0%	0.1%	.	0%
12: Cc1cc(C(F)(F)F)nc(Nc2nc(C)c3ccccc3n2)n1
    3%	-5%	-2%[46.1 µM]	-3%	-4%	0.0%	-1%	0%
13: CCOC(=O)N1CCC(c2cc(=O)n3[nH]c(C)c(-c4ccc(F)cc4)c3n2)CC1
    -2%	-3%	-8%[46.1 µM]	2%	-3%	0.1%	4%	3%
14: COc1cc(NS(C)(=O)=O)cc(OC)c1OC
    -5%	9%	17%	3%	7%	-0.4%	1%	2%
15: N#CC(=NCc1cccnc1)C1=C(O)c2ccccc2C1=O
    -11%	-15%	0%[7.67 µM]	.	0%	-0.3%	.	-1%
16: COc1ccccc1CNC(=O)C/C(C)=N/NC(=O)COc1ccc(C)cc1Br
    5%	-3%	0%	-14%	7%	-5.6%	-5%	-9%
17: Cc1ccc(NC(=O)C2CCN(c3cnccn3)CC2)cc1C
    -2%	-1%	-3%	-7%	1%	2.2%	7%	-2%
18: CCSC(=O)CCCCCCCCCCCO
    -4%	-5%	-15%[46.1 µM]	-5%	-2%	-1.6%	-4%[15.4 µM]	-18%
19: NC(=O)c1nnn(-c2ccc([N+](=O)[O-])cc2)c1-c1ccccc1
    -10%	-4%	-10%	?	1%	-2.0%	-2%	5%
20: COC(=O)c1sc2nc3c(cc2c1N)C(=O)CC(C)(C)C3
    7%	9%	1%[46.1 µM]	0.89µM*	0%	-0.5%	-11%	3%

Five records picked at random from those above, as already listed:
Order of values – Tau fluor cs	GAA glycogen	NPSR antagonist	ALDH1A1 block	aGlu spleen mod	Epigenetic derep	GAA inhib	aGal spleen mod
12: Cc1cc(C(F)(F)F)nc(Nc2nc(C)c3ccccc3n2)n1
    3%	-5%	-2%[46.1 µM]	-3%	-4%	0.0%	-1%	0%
14: COc1cc(NS(C)(=O)=O)cc(OC)c1OC
    -5%	9%	17%	3%	7%	-0.4%	1%	2%
20: COC(=O)c1sc2nc3c(cc2c1N)C(=O)CC(C)(C)C3
    7%	9%	1%[46.1 µM]	0.89µM*	0%	-0.5%	-11%	3%
13: CCOC(=O)N1CCC(c2cc(=O)n3[nH]c(C)c(-c4ccc(F)cc4)c3n2)CC1
    -2%	-3%	-8%[46.1 µM]	2%	-3%	0.1%	4%	3%
19: NC(=O)c1nnn(-c2ccc([N+](=O)[O-])cc2)c1-c1ccccc1
    -10%	-4%	-10%	?	1%	-2.0%	-2%	5%

Other results follow:
Order of values – Tau fluor cs	GAA glycogen	NPSR antagonist	ALDH1A1 block	aGlu spleen mod	Epigenetic derep	GAA inhib	aGal spleen mod
21: Cc1c(C(=S)NC(=O)C2CC2)c(=O)n(-c2ccccc2)n1C
    -22%	-1%	-17%	18µM*	-11%	8.5%	4%	0%
22: CC1(OC(=O)C2CCCC2)C(=O)C=C2C=C(c3ccsc3)N(Cc3ccccc3)C=C2C1=O (configuration not stated)
    -5%[11.6 µM]	5%	-26%	8%[13.5 µM]	2%[17.4 µM]	-1.6%	.	4%[17.5 µM]
23: Cc1csc(N(C)C(=O)CSc2nnc(COc3cccc4ccccc34)o2)n1
    -26%	-11%	-21%[46.1 µM]	?	-6%	-2.1%	-9%	4%
24: Cc1cccc(N2CCN(C(=O)CC(NC(=O)c3ccccc3Cl)c3ccccc3)CC2)c1C (configuration not stated)
    -12%	3%	-53%	9%	1%	1.0%	-2%	-8%
25: CCCn1c(=N)n(CC(O)c2ccco2)c2ccccc21 (configuration not stated)
    2%	10%	0%[46.1 µM]	5%	-16%	-1.2%	-5%	-1%
26: O=C(c1cc(S(=O)(=O)N2CCCCC2)ccc1F)N1CCCCC1
    -13%	10%	-3%[46.1 µM]	5%	1%	0.0%	-2%	5%
27: COc1ccc(C(c2nnnn2C2CCCC2)N2CCN(c3ccccc3)CC2)cc1 (configuration not stated)
    -22%	-10%	-30%[46.1 µM]	?	-3%	-0.8%	-8%	4%
28: CCN(CC(N)=O)S(=O)(=O)c1ccc(F)cc1
    -1%	14%	10%	-3%	1%	3.3%	4%	-3%
29: Cc1cc(C)c2c(n1)nn1c(C)c(CCC(=O)NCc3ccco3)c(C)nc21
    -7%	-5%	-11%	?	-1%	-1.0%	?	8%
30: CC1(C)CC(=O)C(CC2=C(O)CC(C)(C)CC2=O)=C(O)C1
    -23%	-2%	-4%[46.1 µM]	8.9µM*	-8%	0.0%	-5%	-1%
31: COC(=O)c1cn(C(=O)c2ccc(C)c(C)c2)c2ccccc12
    -21%	5%	-3%	?	4%	-1.6%	0%	-2%
32: COC(=O)C(Cc1ccccc1)NC(=O)c1cc(=O)[nH]c2ccccc12 (configuration not stated)
    -2%	-6%	5%	?	-4%	-1.6%	3%	-8%
33: CN(C)S(=O)(=O)c1ccc(C(=O)Nc2ccccc2OC(F)(F)C(F)F)cc1
    -5%	1%	-14%[46.1 µM]	5%	-4%	-11%	-4%	-10%
34: NCCOc1ccccc1OCCN
    7%	4%	7%	1%	-7%	1.1%	2%[15.4 µM]	-10%
35: CCOC(=O)OCC1OC(C#Cc2ccc(F)cc2F)C=CC1OC(=O)OCC (configuration not stated)
    -7%[11.6 µM]	.	.	-5%[13.5 µM]	-3%[17.4 µM]	0.0%[10.1 µM]	.	2%[17.5 µM]
36: CC(C)OCCCNC(=S)Nc1ccc2nc3n(c(=O)c2c1)CCCCC3
    -11%	-7%	1%	-4%	9%	-1.1%	7%	3%
37: CCOC(=O)c1cnc2c(Cl)cc(Cl)cc2c1NCCOCCO
    -13%	-6%	-21%[46.1 µM]	-6%	-5%	3.4%	-2%	-10%
38: Cc1ccc(-c2c(C)n([O-])c3c([n+]2=O)CCCC3)cc1
    -2%	2%	19%	-5%	-1%	0.0%	-9%	-3%
39: CCc1nnc(NC(=O)c2ccc(OC)cc2OC)s1
    -2%	-10%	-15%[46.1 µM]	7.9µM*	-3%	2.4%	-2%	0%
40: O=C1Nc2ccc([N+](=O)[O-])cc2OC1CCN1CCN(Cc2ccc3c(c2)OCO3)CC1 (configuration not stated)
    -22%	13%	-22%	-14%	-3%	1.1%	-7%	-13%
41: CC(C)(C)N1C(=O)[C@H]2[C@H]3[C@H](O)[C@H](O)C/C(=N/OCc4ccccc4)[C@H]3CC[C@@H]2C1=O
    -6%[11.6 µM]	.	.	5%[13.5 µM]	-3%[17.4 µM]	0.0%[10.1 µM]	.	-6%[17.5 µM]
42: N#CC1(C#N)C(c2ccccc2)OC23CCCCCC2C1(C#N)C(=N)O3 (configuration not stated)
    -11%	11%	-6%[46.1 µM]	?	-6%	-1.1%	?	?
43: CN1CCN(S(=O)(=O)c2ccc(NC(=O)c3ccc(Br)s3)cc2)CC1
    -22%	-5%	1%[46.1 µM]	1%	-14%	-2.1%	-7%	-18%
44: Cc1ccc(C)c(C(=O)CN2C(=O)NC3(CCC(C)CC3)C2=O)c1 (configuration not stated)
    -2%	15%	-11%[46.1 µM]	12%	-9%	0.0%	-4%	-13%
45: N=c1c(C(=O)NCc2ccco2)cc2c(=O)n3ccccc3nc2n1CCc1ccccc1
    -18%	2%	-7%[46.1 µM]	?	2%	-6.7%	10%	28%
46: CCCn1c(SCC(=O)Nc2ccc(Cl)cc2)n[nH]c1=O
    -8%	-5%	9%	1%	.	-2.6%	-4%	-4%
47: COc1ccccc1NS(=O)(=O)c1ccc(NC(C)=O)cc1
    -4%	-9%	-5%[46.1 µM]	9%	-12%	-2.1%	-7%	-2%
48: CC(=O)[C@@]1(O)CC[C@H]2[C@@H]3C[C@H](C)C4=CC(=O)C=C[C@]4(C)[C@@]3(F)[C@@H](O)C[C@@]21C
    -15%	4%	2%	1%	4%	?	?	-3%
49: CC(C)C[C@H](NC(=O)OC(C)(C)C)c1nnc(SCc2ccccc2)o1
    -9%	-3%	?	-11%	-7%	-1.4%	-9%	1%
50: O=Cc1ccc(-n2cccn2)cc1
    8%	-8%	18%	?	.	0.0%	-5%	4%

Source: PubChem BioAssay

Only part of the results is shown, so the mix of outcomes need not match the whole.
